RAD54 branch = RAD54 (human) branch migration inhibition. Q92698. RAD54 Holliday junction branch migration, FAM/BHQ fluorescence. inhibition, % at 10.4 µM. 360,000 tested, 0.14% active. AID 602329;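 active = mean normalized replicate activity at least 40 and at least half of replicates scoring 40 or more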;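 note: 0% = median of neutral control wells and 100% = median of positive control wells; inhibitors cause a drop in the FAM fluorescence signal; in these data hits start at about 50%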
XiGFP reactiv = X-chromosome reactivation activator; XiGFP mouse fibroblasts, % GFP-positive cells imaging, 3 d; cells co-treated with 5-aza-dC sensitizer; scaled so ellipticine positive control = 100%; activation, % at 7.58 µM; 360,000 tested, 0.055% active;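 active = mean normalized replicate activation at least 10% and every replicate at or above 10%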;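 note: 0% = median of on-plate neutral control wells and 100% = ellipticine 6 µM median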
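Material: XiGFP fibroblasts, SV40-immortalized; Buffer or medium: DMEM containing 5-aza-dC; Compound dosing: single point; Times: 3 days compound exposure.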
ERp5 inh = inhibitors of human ERp5; Q15084; ERp5 insulin aggregation, absorbance 650 nm, 90 min; inhibition, % at 9.99 µM; 350,000 tested, 0.05% active;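 active = mean replicate inhibition above about 25%, with every replicate also reaching it, limit read from the data, passing the limit was not always enough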
Target sequence (Q15084 whole entry, looked up): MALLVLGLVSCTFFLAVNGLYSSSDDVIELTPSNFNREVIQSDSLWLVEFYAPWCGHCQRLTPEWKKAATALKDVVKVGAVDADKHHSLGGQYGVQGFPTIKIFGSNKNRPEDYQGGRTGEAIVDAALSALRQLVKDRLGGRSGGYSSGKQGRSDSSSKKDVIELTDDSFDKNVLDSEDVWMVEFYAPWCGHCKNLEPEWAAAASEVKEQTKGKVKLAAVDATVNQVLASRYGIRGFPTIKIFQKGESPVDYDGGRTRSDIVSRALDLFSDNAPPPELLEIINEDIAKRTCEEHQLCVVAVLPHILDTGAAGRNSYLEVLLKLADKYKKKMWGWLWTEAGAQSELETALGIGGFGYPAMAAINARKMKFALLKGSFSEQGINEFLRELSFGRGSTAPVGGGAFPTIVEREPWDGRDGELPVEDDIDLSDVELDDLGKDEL
esBAF inh = SWI/SNF esBAF complex inhibition | mouse ES cells, Bmi1-luciferase knock-in reporter, 24 h; 100% = twice the neutral-well signal | reporter increase, % at 12.5 µM | 350,000 tested, 2% active | AID 602393; in the data active = activation above about 40%;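 note: 0% = median of the plate's neutral control wells and 100% = double that signal; a rise in the Bmi1 reporter signal indicates esBAF inhibition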
RAD52 anneal inh = blocks human RAD52 DNA annealing; recombinant RAD52 DNA annealing, FRET fluorescence; inhibition, % at 18.7 µM; 360,000 tested, 0.46% active;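 active = every replicate showing at least 50% inhibition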
Target sequence (P43351 whole entry, looked up): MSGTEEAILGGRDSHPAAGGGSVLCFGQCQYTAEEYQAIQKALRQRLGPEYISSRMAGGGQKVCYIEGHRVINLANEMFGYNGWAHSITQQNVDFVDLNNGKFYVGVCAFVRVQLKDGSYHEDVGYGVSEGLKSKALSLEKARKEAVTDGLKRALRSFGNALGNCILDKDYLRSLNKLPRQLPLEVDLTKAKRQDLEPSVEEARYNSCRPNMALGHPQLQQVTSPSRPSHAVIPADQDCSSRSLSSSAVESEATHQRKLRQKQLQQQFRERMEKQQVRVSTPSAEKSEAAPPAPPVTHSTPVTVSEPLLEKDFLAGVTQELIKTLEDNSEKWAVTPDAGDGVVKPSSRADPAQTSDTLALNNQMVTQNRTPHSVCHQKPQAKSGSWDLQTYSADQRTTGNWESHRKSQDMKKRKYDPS
ERAP1 HTS inh = inhibitors of human ERAP1 aminopeptidase; Q9NZ08; recombinant ERAP1, Leu-AMC fluorescence, 60 min; inhibition, % at 10.7 µM; 340,000 tested, 0.15% active;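 active = mean replicate inhibition of at least 30%, or all replicates individually reaching that 30% level; inactive = mean below 30% and not every replicate reaching it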;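 note: 0% = neutral control wells and 100% = L-leucinethiol positive control wells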
E-sel inducer = induces E-selectin expression in human endothelial cells; P16581; HUVEC E-selectin immunofluorescence imaging; normalized: neutral wells 0, TNF-alpha wells 100; activation, % at 7.58 µM; 260,000 tested, 0.37% active; AID 686992;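 active = mean E-selectin-positive cell signal at least 10% of the positive control, reached in at least 60% of replicates, without over 20% cell loss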;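 note: in these data hits start at about 27%; measured in HUVEC primary endothelial cells; signal is the percent of cells scored E-selectin positive by PE staining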
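material = human umbilical vein endothelial cells (HUVEC), E-selectin induction | quantity = 3,000 cells/well | medium = EGM-2 growth medium on 0.1% gelatin-coated wells | technique = immunofluorescence imaging | read-out basis = % PE-positive cells | control set = TNF-alpha positive control, DMSO neutral control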
S100A4 inh HTS = S100A4-myosin IIA interaction inhibition. P26447. S100A4/TAMRA-MyoIIA peptide fluorescence polarization. inhibition, % at 10.7 µM. 360,000 tested, 0.14% active. AID 652163;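 active = mean inhibition of at least 70% across replicates, with every replicate also reaching that level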
Target sequence (P26447 whole entry, looked up): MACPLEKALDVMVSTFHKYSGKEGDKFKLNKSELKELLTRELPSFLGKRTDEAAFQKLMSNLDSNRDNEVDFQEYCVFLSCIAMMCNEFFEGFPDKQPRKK
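Assay system: human S100A4 monomer with TAMRA-labelled myosin IIA peptide / Buffer or medium: Calcium-containing HEPES buffer, pH 7.2 / Reagent: TAMRA-labelled myosin IIA heavy-chain peptide probe, 5 nM / Compound: one dose per compound / Timing: polarization read 5 min after assay mix addition, stable 5–60 min / Benchmarks: neutral control DMSO, positive control TFP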
Numbers without * were called inactive. Rows are unselected; any-hit rate near 2.5%.

`CN1C(=O)c2cc(NC(=O)c3ccccc3Cl)ccc2OC[C@H]2O[C@H](CC(=O)NCC(F)(F)F)CC[C@@H]21` gave RAD54 branch -8, XiGFP reactiv 0.1, ERp5 inh -3, esBAF inh 0, RAD52 anneal inh 23, ERAP1 HTS inh 2, E-sel inducer 0.2 and S100A4 inh HTS 1.
Screening COc1ccc(CN(C)CC2CCCN(CCc3ccc(F)cc3)C2)c(OC)c1OC (stereo unspecified) returned RAD54 branch 7, XiGFP reactiv 0.1, ERp5 inh 1, esBAF inh 0, RAD52 anneal inh -24, ERAP1 HTS inh -2 and S100A4 inh HTS -18.
For CN(C(=O)COC(=O)c1ccc2ccccc2n1)C1CCS(=O)(=O)C1 (stereo unspecified) the results were XiGFP reactiv 0.2, ERp5 inh 0, RAD52 anneal inh -13, ERAP1 HTS inh -1 and S100A4 inh HTS 1.
Screening COc1cccc(CNC(=O)[C@H]2[C@H](CO)[C@H]3Cn4c(cccc4=O)[C@@H]2N3C(=O)C2CCCC2)c1 returned XiGFP reactiv 0.0, ERp5 inh -3, RAD52 anneal inh 13, ERAP1 HTS inh 1, E-sel inducer -0.1 and S100A4 inh HTS 4.
COCCCN1C(=O)C(=O)/C(=C(/O)c2ccccc2)C1c1ccc(N(C)C)cc1 (stereo unspecified) was read as RAD54 branch -1, ERp5 inh -2, esBAF inh 9, RAD52 anneal inh -13, ERAP1 HTS inh 3 and S100A4 inh HTS -9.
Screening CCOC(=O)c1cnc2c(C)cccc2c1NCCCN1CCOCC1 returned RAD54 branch 95*, XiGFP reactiv 0.2, ERp5 inh -1, esBAF inh 5, RAD52 anneal inh 17, ERAP1 HTS inh 0 and S100A4 inh HTS 1.
COc1ccc2c3c(n(C)c2c1)[C@H](CO)N(Cc1ccc(Cl)cc1)CC31CCN(C(=O)NC(C)C)CC1 was read as XiGFP reactiv 0.5, ERp5 inh -3, RAD52 anneal inh -183, ERAP1 HTS inh 5, E-sel inducer -0.4 and S100A4 inh HTS 6.
For CC1CCCCC1NC(=O)/C=C/c1nc2ccccc2s1 (stereo unspecified) the results were XiGFP reactiv 0.0, ERp5 inh -3, RAD52 anneal inh -9, ERAP1 HTS inh -1 and S100A4 inh HTS 4.
`COc1ccc(C(=O)N2CCOC2CNC(=O)C(=O)NCc2ccc(Cl)cc2)cc1` (stereo unspecified) gave XiGFP reactiv 0.3, ERp5 inh -6, RAD52 anneal inh -37, ERAP1 HTS inh 2 and S100A4 inh HTS -36.
`C[C@H]1CN([C@@H](C)CO)C(=O)c2cccc(NS(=O)(=O)c3ccc(Cl)cc3)c2O[C@@H]1CN(C)C(=O)Nc1ccc2c(c1)OCO2` gave RAD54 branch -5, XiGFP reactiv -0.9, ERp5 inh -17, esBAF inh 2, RAD52 anneal inh -1, ERAP1 HTS inh 0, E-sel inducer -6.6 and S100A4 inh HTS 3.
Screening O=C1CN(C(=O)COC(=O)c2ccc(Br)o2)c2ccccc2N1 returned RAD54 branch 7, XiGFP reactiv 1.6, ERp5 inh 6, esBAF inh -2, RAD52 anneal inh -17, ERAP1 HTS inh 1, E-sel inducer 1.0 and S100A4 inh HTS -3.
`O=C(Nc1cccc(F)c1)C1CCCN(C(=O)c2ccc(Cl)cc2)C1` (stereo unspecified) gave RAD54 branch 1, XiGFP reactiv 0.3, ERp5 inh 2, esBAF inh 7, RAD52 anneal inh -12, ERAP1 HTS inh -4 and S100A4 inh HTS -4.
CN(C)Cc1cn(CC[C@H]2CC[C@H](NS(=O)(=O)c3ccc(-c4ccccc4)cc3)[C@@H](CO)O2)nn1 was read as RAD54 branch 4, XiGFP reactiv 0.0, ERp5 inh -1, esBAF inh 8, RAD52 anneal inh 19, ERAP1 HTS inh 0, E-sel inducer 0.2 and S100A4 inh HTS 4.
Screening CCOC(=O)c1[nH]c(=O)[nH]c1CN(Cc1ccco1)Cc1[nH]c(=O)[nH]c1C(=O)OCC returned XiGFP reactiv -0.1, ERp5 inh 0, RAD52 anneal inh -11, ERAP1 HTS inh 4 and S100A4 inh HTS 2.
COc1ccc(NC(=O)Nc2cccc3c2O[C@@H](CN(C)C(=O)Nc2ccc(F)cc2)[C@H](C)CN([C@@H](C)CO)C3=O)cc1 was read as RAD54 branch 23, XiGFP reactiv -0.2, ERp5 inh 3, esBAF inh -5, RAD52 anneal inh -3, ERAP1 HTS inh 1, E-sel inducer -2.8 and S100A4 inh HTS 11.
`COc1cc2nncc(SC)c2cc1OC` gave RAD54 branch 14, XiGFP reactiv 0.1, ERp5 inh 8, esBAF inh -10, RAD52 anneal inh 6, ERAP1 HTS inh -1, E-sel inducer 0.3 and S100A4 inh HTS 1.
For O=C(COc1ccccc1)N[C@@H]1c2ccccc2CC[C@@H]1O the results were RAD54 branch 7, XiGFP reactiv -0.1, ERp5 inh -5, esBAF inh -4, RAD52 anneal inh -4, ERAP1 HTS inh -1 and S100A4 inh HTS 8.
Screening Cc1ccc2[nH]c(C(=O)N3CCN(C(c4ccccc4)c4ccccc4)CC3)cc2c1 returned RAD54 branch 8, XiGFP reactiv 0.0, ERp5 inh 3, esBAF inh -1, RAD52 anneal inh -13, ERAP1 HTS inh 1, E-sel inducer 0.1 and S100A4 inh HTS 51.
Cc1cc2nc(-c3cccc(Br)c3)c(CC(C)(C)C)n2c(C)c1Br was read as RAD54 branch -15, XiGFP reactiv 0.0, ERp5 inh -5, esBAF inh -4, RAD52 anneal inh -14, ERAP1 HTS inh -4, E-sel inducer 0.2 and S100A4 inh HTS -1.
Screening C[C@H](CO)N1C[C@H](C)[C@H](CN(C)C(=O)Nc2ccc(C(F)(F)F)cc2)Oc2ccc(NC(=O)Cc3ccccc3)cc2C1=O returned RAD54 branch -13, XiGFP reactiv 0.1, ERp5 inh -6, esBAF inh 1, RAD52 anneal inh -3, ERAP1 HTS inh 2, E-sel inducer -4.7 and S100A4 inh HTS -19.

For reference, some entries already given.
Screening COc1ccc(CN(C)CC2CCCN(CCc3ccc(F)cc3)C2)c(OC)c1OC (stereo unspecified) returned RAD54 branch 7, XiGFP reactiv 0.1, ERp5 inh 1, esBAF inh 0, RAD52 anneal inh -24, ERAP1 HTS inh -2 and S100A4 inh HTS -18.
For CN(C(=O)COC(=O)c1ccc2ccccc2n1)C1CCS(=O)(=O)C1 (stereo unspecified) the results were XiGFP reactiv 0.2, ERp5 inh 0, RAD52 anneal inh -13, ERAP1 HTS inh -1 and S100A4 inh HTS 1.

The listing continues.
`Cc1c(C)[n+](=O)c(-c2ccc(Br)cc2)c(C)n1[O-]` gave XiGFP reactiv 0.0, RAD52 anneal inh -7, ERAP1 HTS inh 0 and S100A4 inh HTS -3.
COc1ccc(-n2nnnc2C(c2cccc3ccccc23)N2CCN(C/C=C/c3ccccc3)CC2)cc1 (stereo unspecified) was read as RAD54 branch -1, XiGFP reactiv 0.0, ERp5 inh 2, esBAF inh -8, RAD52 anneal inh -22, ERAP1 HTS inh -3, E-sel inducer 4.1 and S100A4 inh HTS -15.
COc1ccc(S(=O)(=O)Nc2ccc3c(c2)[C@@H]2C[C@@H](CC(=O)N(C)C)O[C@@H](CO)[C@@H]2O3)cc1 was read as RAD54 branch -5, XiGFP reactiv 0.1, ERp5 inh -6, esBAF inh -4, RAD52 anneal inh 4, ERAP1 HTS inh 0, E-sel inducer -0.2 and S100A4 inh HTS 11.
Screening COc1ccc(S(=O)(=O)Nc2ccc3c(c2)C(=O)N([C@@H](C)CO)C[C@@H](C)[C@@H](CN(C)C(=O)Nc2cccc4ccccc24)OCCCC[C@H](C)O3)cc1 returned RAD54 branch 3, XiGFP reactiv -0.7, esBAF inh 3 and E-sel inducer 0.0.
`C[C@@H](NC(=O)c1[nH]cnc1C(=O)Nc1nccs1)c1ccccc1` gave RAD54 branch 4, XiGFP reactiv 0.0, ERp5 inh 2, esBAF inh -4, RAD52 anneal inh -12, ERAP1 HTS inh 1, E-sel inducer 0.3 and S100A4 inh HTS 2.
CC(C)N(CCNC(=O)C1CCCN(c2ncnc3c2nc2n3CCCCC2)C1)Cc1ccccc1 (stereo unspecified) was read as RAD54 branch 0, XiGFP reactiv 0.0, ERp5 inh 2, esBAF inh -1, RAD52 anneal inh -4, ERAP1 HTS inh 4 and S100A4 inh HTS -6.
For CCCCCCCCN1[C@@H](CC(C)=O)c2cc(C(F)(F)F)ccc2S1(=O)=O the results were RAD54 branch -4, XiGFP reactiv 0.0, ERp5 inh -1, esBAF inh -38, RAD52 anneal inh -37, ERAP1 HTS inh 2, E-sel inducer -0.2 and S100A4 inh HTS 2.
CCCCCCCCN1C(=O)[C@H](CC(=O)NCc2cccc(C(F)(F)F)c2)C[C@@]2(C(=O)OC)CC(C)(C)CC=C12 was read as XiGFP reactiv 0.7, ERp5 inh 5, RAD52 anneal inh -3, ERAP1 HTS inh -5, E-sel inducer 0.8 and S100A4 inh HTS -4.
Screening COc1cc([N+](=O)[O-])c(OC)cc1SCc1n[nH]c(=S)n1-c1ccc(F)cc1 returned RAD54 branch -2, XiGFP reactiv 0.0, ERp5 inh 2, esBAF inh -3, RAD52 anneal inh -11 and S100A4 inh HTS -5.
For Cc1cc(CNC(=O)CCc2nnc(CCCCc3ccccc3)o2)nn1C the results were XiGFP reactiv 0.4, ERp5 inh 1, RAD52 anneal inh -14, ERAP1 HTS inh -4, E-sel inducer 0.2 and S100A4 inh HTS -2.
Screening OCC(Cc1ccccc1)NCc1ccccc1C(F)(F)F (stereo unspecified) returned XiGFP reactiv 0.6, ERp5 inh -3, RAD52 anneal inh -6, ERAP1 HTS inh 2, E-sel inducer -0.9 and S100A4 inh HTS -6.
Screening Cc1ccccc1C(=O)Nc1nc2c(C)csc2c(=O)s1 returned XiGFP reactiv 0.2, ERp5 inh 4, esBAF inh 1, RAD52 anneal inh 6, ERAP1 HTS inh 0, E-sel inducer -1.4 and S100A4 inh HTS -3.
Screening CCC/C=C/c1ccc(CN2C(C(C)C)C(=O)N(Cc3cn(CCC4OCCO4)nn3)CCS2(=O)=O)cc1 (stereo unspecified) returned RAD54 branch -1, XiGFP reactiv -0.1, ERp5 inh -2, esBAF inh 3, RAD52 anneal inh -3, E-sel inducer 3.2 and S100A4 inh HTS 1.
Screening O=C(COc1ccc(-c2ccccc2)cc1)NN=C1CCCC1 returned RAD54 branch 1, XiGFP reactiv -0.1, ERp5 inh 5, esBAF inh 6, RAD52 anneal inh -13, ERAP1 HTS inh 2, E-sel inducer 0.8 and S100A4 inh HTS -1.
For O=C(OCc1nc2ccccc2s1)c1ccc(Br)o1 the results were XiGFP reactiv -0.1, ERp5 inh 6, RAD52 anneal inh -57, ERAP1 HTS inh 5 and S100A4 inh HTS -5.
`COc1ccc(Cl)cc1NC(=O)CSc1nc(Nc2ccccc2)nc(N2CCOCC2)n1` gave RAD54 branch 7, XiGFP reactiv -0.1, ERp5 inh 3, esBAF inh 0, RAD52 anneal inh -9, ERAP1 HTS inh 3, E-sel inducer 0.4 and S100A4 inh HTS -2.
O=C(C[C@@H]1CC[C@H]2[C@@H](COC[C@@H](O)CN2Cc2cc(F)ccc2F)O1)N[C@H]1CCN(Cc2ccccc2)C1 was read as RAD54 branch 5, XiGFP reactiv 0.1, ERp5 inh 3, esBAF inh 2, RAD52 anneal inh 8, ERAP1 HTS inh -1, E-sel inducer -0.1 and S100A4 inh HTS -3.
For C[C@H]1CN([C@@H](C)CO)C(=O)Cc2cc(NC(=O)Cc3cn(C)c4ccccc34)ccc2O[C@H]1CN(C)C(=O)NC1CCCCC1 the results were RAD54 branch -5, ERp5 inh 1, esBAF inh 3, RAD52 anneal inh -15, ERAP1 HTS inh 0 and S100A4 inh HTS -6.
